TDP1 block: inhibitors of human tyrosyl-DNA phosphodiesterase TDP1 | Q9NUW8 | recombinant TDP1, AlphaScreen DNA substrate cleavage | Potency, µM (series often up to 130 µM), for inactives: top-dose activity change, negative = inhibition, most hits filed as inhibitors | hit rate 0.28% among 350,000; note: nearly all actives have a fitted effect of over 40% in size
Target sequence (Q9NUW8 whole entry, looked up): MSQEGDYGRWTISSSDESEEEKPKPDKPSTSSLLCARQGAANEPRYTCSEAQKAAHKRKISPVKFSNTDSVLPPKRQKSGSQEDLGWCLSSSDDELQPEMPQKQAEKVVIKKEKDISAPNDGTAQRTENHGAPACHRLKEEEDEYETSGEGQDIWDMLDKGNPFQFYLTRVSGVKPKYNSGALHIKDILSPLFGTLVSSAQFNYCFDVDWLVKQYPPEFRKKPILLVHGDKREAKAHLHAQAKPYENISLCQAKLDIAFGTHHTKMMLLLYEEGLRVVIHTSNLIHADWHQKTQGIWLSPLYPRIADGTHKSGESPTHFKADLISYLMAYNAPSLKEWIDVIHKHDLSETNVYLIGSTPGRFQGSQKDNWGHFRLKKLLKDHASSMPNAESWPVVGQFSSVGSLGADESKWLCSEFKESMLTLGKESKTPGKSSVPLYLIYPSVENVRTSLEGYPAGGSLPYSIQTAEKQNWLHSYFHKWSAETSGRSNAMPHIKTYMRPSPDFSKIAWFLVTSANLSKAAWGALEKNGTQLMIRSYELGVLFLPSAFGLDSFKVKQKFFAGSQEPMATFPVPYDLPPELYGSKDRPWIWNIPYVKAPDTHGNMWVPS
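Steps: enzyme plus compound, 15 min RT; add biotin/phosphotyrosine-FITC oligonucleotide (15 nM final), react 5 min; add donor/acceptor beads (10 ug/ml final), 10 min; read AlphaScreen. Tdp1 at 1 nM final.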
TDP1 cell noCPT: qHTS for Inhibitors of human tyrosyl-DNA phosphodiesterase 1 (TDP1): qHTS in cells in absence of CPT; DT40 Tdp1-/- hTDP1 cells, no CPT, ATP luminescence, 48 h; AID 686978, 2013; hit rate 15% among 420,000; Potency, µM (series often up to 46.2 µM), for the others: top-dose activity change, negative = growth inhibition, most hits filed as inhibitors; note: nearly all actives have a fitted effect of over 55% in size
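Compound effects on proliferation are scored in DT40 Tdp1-/-;hTDP1 cells in the absence of CPT. ATP levels (CellTiter-Glo luminescence) are recorded after a ≥48 hr, 37 °C incubation.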
KAT2A inh: blocks human GCN5L2 histone acetyltransferase. GCN5L2 HAT assay, ThioGlo1 CoA-SH fluorescence. Potency, µM (doses to about 58.9 µM), without a hit: at the highest dose activity change, negative = inhibition, hits mostly inhibitors. hit rate 0.21% among 390,000. AID 504327
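GCN5L2 (20nM final) in 50mM HEPES, 0.1mM EDTA pH 7.5, 0.01% Tween-20 was preincubated 15 min at room temperature with compound, then given ThioGlo1 (50uM), H3(1-25) peptide (75uM) and acetyl-CoA (70uM); CoA-thiol fluorescence (Ex340/Em540) was read at 0 and 20 min.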
* marks the source's active call; other numbers are inactive results; ? = inconclusive; . = no result given; & = joins results of further samples; [ ] = remark or other dose. Calls come from the whole dose curve; as a rule, active = well fitted curve in the direction sought with a large enough effect; inconclusive = small, poorly fitted or top-dose-only effect, or another doubt; inactive = no such curve, though single readings can be large; an effect the other way counts as inactive or inconclusive. % is set by controls: 0 for no effect and ±100 for the full control effect; potency is the fitted concentration of half-maximal effect. An excerpt. The share of hits here may be higher or lower than overall.

SMILES | TDP1 block | TDP1 cell noCPT | KAT2A inh
CCOc1ccc(S(=O)(=O)Nc2cc(Cl)ccc2OC)c2cccnc12 | 1.9% | 14.6µM* | 0.9%
Cc1cc(NC(=O)CCC(=O)N(Cc2ccccc2)C(C(=O)NC2CCCC2)c2ccco2)no1 (stereo unspecified) | . | ? | -3.1%
CCN1C(=O)/C(=C2\SC(=S)N(NC(=O)c3cccnc3)C2=O)c2ccccc21 | . | 16.0% | -7.4%
CC(=O)Nc1ccc(C(=O)COC(=O)CCc2ccccc2)c(F)c1 | 0.5% | 15.6% | -4.3%
Cc1ccc(S(=O)(=O)C2CS(=O)(=O)CC2O)cc1 (stereo unspecified) | 5.9% | -0.3% | -7.4%
Cc1nn(-c2ccc(F)cc2)c(Cl)c1/C=C/C(=O)OCC(=O)Nc1c(F)c(F)c(F)c(F)c1F | 5.3% | -15.2% | -0.4%
Cc1ccc(C)c(Cn2cc(S(=O)(=O)c3ccc(Cl)cc3)c(=O)c3cc(F)ccc32)c1 | -1.3% | 25.9µM* | -1.6%
CCc1ccc(N(CC(=O)NCc2ccco2)C(=O)CCC(=O)Nc2nccs2)cc1 | 12.6% | -15.2% | 2.5%
CCOC(=O)c1ccc(NC(=O)C(C)NS(=O)(=O)c2ccc(OC)cc2)cc1 (stereo unspecified) | -2.3% | -27.0% | -2.1%
CCC(Sc1nnc(C)n2c1cc1occc12)C(=O)Nc1ccccc1F (stereo unspecified) | -2.6% | 25.9µM* | -13.3%
COc1ccc(NC2CCCN(C(=O)CCc3scnc3C)C2)cc1 (stereo unspecified) | 4.4% | 5.9% | -12.3%
Cc1nc2sccc2c(=O)n1-c1cccc(Cl)c1 | 3.4% | -3.5% | ?
Cc1cccc(OCC(=O)N(Cc2ccc(C(C)C)cc2)Cc2ccco2)c1C | 0.0% | 20.6µM* | -10.5%
N#Cc1ccc(-c2nc3ccccc3nc2-c2ccccc2)cc1C#N | 2.7% | 18.4µM* | 0.5%
Cc1cccc(CNC(=O)c2ccc(NC(=O)N3CC(C)Sc4ccccc43)cc2)c1 (stereo unspecified) | 2.5% | 16.4µM* | 0.5%
COc1cc(OC)cc(OC(=O)C2CCN(C(=O)c3ccc(F)cc3)CC2)c1 | . | -24.7% | 0.2%
c1cc2nc(C34CC5CC(CC(C5)C3)C4)[nH]c2cn1 | 2.6% | -14.6% | -3.2%
CNc1ccccc1C(=O)OCC(=O)N1CCN(c2ccc(OC)cc2)CC1 | 7.8% | -24.0% | -9.0%
COC(=O)c1c(-c2ccc(OC)cc2)oc2ccc(-c3ccc(OC)nc3)cc12 | . | -5.5% | 0.7%
Cc1ccc(-c2nn3c(-c4cccc(Cl)c4)nnc3s2)cc1 | 0.0% | . | -4.8%
CCCN(CCC)CCc1cccc2c1CC(=O)N2 | 7.4%&9.7%[56.1 µM] | -15.8% | -0.3%
CCCSc1ncc(Cl)c(C(=O)NCc2ccc(OC)cc2)n1 | -6.1% | ? | -5.3%
COc1ccc(-c2csc(Nc3ccc(O)cc3)n2)cc1 | 8.4% | 6.51µM* | -10.0%
CN(C)CCN(Cc1ccco1)S(=O)(=O)c1csc(C(N)=O)c1 | 1.1% | 8.0% | -5.0%
COc1ccccc1NS(=O)(=O)c1ccc(Cl)cc1 | 2.1% | ? | -7.7%
O=C(NCC(=O)N(c1ccc(F)cc1)C(C(=O)NC1CCCC1)c1cccnc1)c1ccco1 (stereo unspecified) | -4.9% | 0.4% | 3.5%
COc1cccc(-n2c(C)nnc2SCC#N)c1 | -5.8% | -2.7% | -0.1%
O=C(CN(Cc1ccccc1F)S(=O)(=O)c1ccc(Cl)cc1)NCCC1=CCCCC1 | 0.0% | ? | ?
Cc1ccc(NC(=O)/C(=C\c2ccccc2)NC(=O)/C=C/c2ccccc2)cc1 | 5.2% | -2.4% | 0.0%
CCOc1ccccc1NC(=O)C(CC(C)C)NC(=O)C1CCCCC1 (stereo unspecified) | -3.9% | ? | -6.9%

Just TDP1 block and KAT2A inh, for six of the compounds above:
compound,TDP1 block,KAT2A inh
c1cc2nc(C34CC5CC(CC(C5)C3)C4)[nH]c2cn1,2.6%,-3.2%
CNc1ccccc1C(=O)OCC(=O)N1CCN(c2ccc(OC)cc2)CC1,7.8%,-9.0%
COC(=O)c1c(-c2ccc(OC)cc2)oc2ccc(-c3ccc(OC)nc3)cc12,.,0.7%
Cc1ccc(-c2nn3c(-c4cccc(Cl)c4)nnc3s2)cc1,0.0%,-4.8%
CCCN(CCC)CCc1cccc2c1CC(=O)N2,7.4%&9.7%[56.1 µM],-0.3%
CCCSc1ncc(Cl)c(C(=O)NCc2ccc(OC)cc2)n1,-6.1%,-5.3%

Following part.
SMILES | TDP1 block | TDP1 cell noCPT | KAT2A inh
CCN(CC)S(=O)(=O)c1ccc2c(c1)nc(CCC(=O)OCC(=O)Nc1cc(Cl)cc(Cl)c1)n2C | 2.3% | -18.4% | -3.1%
N#C/C(=C\c1ccc(O)c(O)c1)C(=O)Nc1cccc2ncccc12 | . | -12.4% | -22.0%
C=CCc1cc(OC)ccc1OCCOCCN1CCc2ccccc2C1 | -8.2% | ? | 4.4%
CC1CN(CC(O)COc2ccc(C(C)C)cc2)CC(C)O1 (stereo unspecified) | 3.1% | ? | -4.2%
CC(=O)c1c(-c2ccccc2)c2cc(Cl)ccc2n(C)c1=O | . | ? | -8.0%
Cc1nn(-c2ccccc2)c(OC(=O)c2ccc(Br)cc2)c1S(=O)(=O)c1ccccc1 | 0.0% | -1.6% | 17.2%
O=C(c1cccn(Cc2ccc(C(F)(F)F)cc2)c1=O)N1CCOCC1 | -2.3% | -2.5% | -8.3%
C[C@H](CO)N1C[C@H](C)[C@@H](CN(C)C(=O)NC2CCCCC2)Oc2c(cccc2N(C)C)C1=O | 0.8% | ? | -0.4%
O=C(c1cc2nc(-c3ccc(F)cc3)cc(C(F)(F)F)n2n1)N1CCCC1 | 4.9% | . | -1.8%
Cc1cccc(OCCCC(=O)NCC(=O)Nc2cccc(C)c2C)c1 | 0.0% | -22.8% | 0.3%
O=C(NCCC1=CCCCC1)c1cc(S(=O)(=O)N2CCOCC2)ccc1F | 6.0%[0.505 µM] | ? | 2.0%
COC(=O)c1cc2sccc2n1CC(=O)Nc1ccc(OC)c(OC)c1OC | 5.6% | -7.3% | -0.2%
O=C(Nc1ccc(-c2nnn(CC(=O)N3CCN(C(=O)c4ccco4)CC3)n2)cc1)c1ccc(F)cc1 | 0.0% | -11.2% | ?
COc1ccc(NC(=O)Cn2c(CCC(=O)O)ccc2-c2ccc(C)cc2)cc1 | 7.5% | 1.1% | -6.7%
CC(C)NC(=O)COC(=O)c1cccc(NS(=O)(=O)/C=C/c2ccccc2)c1 | 5.6% | 3.2% | -4.1%
CCN1CCN(c2ccc(NC(=O)c3cccc(OCc4ccccc4)c3)cc2)CC1 | . | ? | -7.1%
Oc1cc(O)c2c(c1)OC(c1ccc(O)c(O)c1)C(O)C2 (stereo unspecified) | ? | -6.6% | -9.3%
CCc1nc(Nc2ccc(OC)c(OC)c2)c2nnn(Cc3ccccc3Cl)c2n1 | 2.2% | 16.4µM* | 17.9%
COc1ccc(NC(=O)CSC2=NN3CCCC(=O)N=C3S2)c(OC)c1 | 2.1% | -1.6% | -4.9%
Cc1ccc(S(=O)(=O)NC(=O)Nc2ncc3c(n2)CC(c2ccco2)CC3=O)cc1 (stereo unspecified) | 0.0% | 13.6% | 25.8%

Among those listed so far, 4 have two or more sulfur atoms:
SMILES | TDP1 block | TDP1 cell noCPT | KAT2A inh
CCN1C(=O)/C(=C2\SC(=S)N(NC(=O)c3cccnc3)C2=O)c2ccccc21 | . | 16.0% | -7.4%
Cc1ccc(S(=O)(=O)C2CS(=O)(=O)CC2O)cc1 (stereo unspecified) | 5.9% | -0.3% | -7.4%
CN(C)CCN(Cc1ccco1)S(=O)(=O)c1csc(C(N)=O)c1 | 1.1% | 8.0% | -5.0%
COc1ccc(NC(=O)CSC2=NN3CCCC(=O)N=C3S2)c(OC)c1 | 2.1% | -1.6% | -4.9%

(next part)
SMILES | TDP1 block | TDP1 cell noCPT | KAT2A inh
Cn1c(C(=O)NCC2CCCO2)cc2oc3ccccc3c21 (stereo unspecified) | 6.6% | ? | -1.9%
CCOC(=O)COc1cnc2ccccc2n1 | 5.8% | 18.9% | 0.2%
CCCCNC(=O)C1(NC(=O)Nc2ccc(C)cc2)CCCCC1 | 9.5% | ? | 0.7%
O=C(CCNC(=O)c1ccccc1Cl)NCC12CC3CC(CC(C3)C1)C2 | 0.0% | -30.5% | -2.5%
CC(=O)c1cnc2cc(C)nn2c1C | -1.0% | -31.0% | 0.5%
Cc1cc(=O)nc2c3ccccc3n(CC(=O)Nc3ccccc3Br)n12 | . | -14.7% | -6.0%
CC(C)CSc1ccc(S(=O)(=O)NCC(=O)O)cc1[N+](=O)[O-] | 2.5% | -5.3% | -16.6%
COc1ccccc1NC(=O)CN1CCN(CC(=O)Nc2ccc(S(N)(=O)=O)cc2)CC1 | . | 13µM* | -3.2%
CCOC(=O)C1(CCOc2ccccc2)CCN(Cc2cc(OC)ccc2OC)CC1 | . | 14.6µM* | 1.1%
c1ccc2nc(-c3nc4ccccc4o3)ccc2c1 | -4.3% | ? | 0.8%
O=C(O)CCC(=O)NNc1nc2ccccc2nc1-c1ccccc1 | -2.4% | 1.1% | -2.2%
N#Cc1c(NC(=O)c2cc(-n3cnnc3)ccc2Cl)sc2c1CCCC2 | 5.6% | 13µM* | -3.2%
COc1cc(OC)cc(C(=O)NNC(=O)C2CCCC2)c1 | . | -6.5% | ?
Cc1ccc(NC(=O)C2CCN(c3ncccn3)CC2)cc1F | -4.7% | -9.7% | 1.1%
CC(C)Nc1nc2n(c(=O)n1)CCN2C(C)C | 4.4% | -2.6% | 2.0%
O=C(Nc1cnn(Cc2ccc(F)cc2)c1)c1cnccn1 | 6.9% | 16.2% | 1.5%
COc1ccccc1NC(=O)N1CCC(c2nnc(SCC(N)=O)n2C)CC1 | 1.0% | -2.3% | -5.1%
CCc1ccc(OCC(=O)N2c3ccccc3CCc3ccccc32)cc1 | -2.8% | ? | 3.8%
O=S1(=O)CCN(Cc2ccc(Cl)cc2)CC1 | -2.5% | -10.8% | -9.9%
Cc1ccc(S(=O)(=O)C2(C(=O)N(C)C3CCCCC3)CC2)cc1 | 0.0% | -14.2% | -4.4%
CC(C)NC(=O)c1ccc(N2CCOCC2)nc1 | -1.9% | 9.6% | -1.2%
COc1ccc(OC)c(CCNC(=O)CN2C(=O)COc3ccc(S(=O)(=O)N4CCC(C)CC4)cc32)c1 | 6.4% | . | -0.5%
Cc1ccc(C(=O)NCCc2cc3ccc(C)c(C)c3[nH]c2=O)cc1[N+](=O)[O-] | 0.6% | ? | -2.1%
Cc1cc(Br)c(S(=O)(=O)n2nnc3ccccc32)cc1C | 8.4% | -7.6% | 2.7%
COc1cc(/C=N/NC(=O)C2c3ccccc3Oc3ccccc32)ccc1O | 1.1% | ? | -18.2%
COC(=O)c1cc(S(=O)(=O)NCc2cccc(OC)c2)cn1C | . | -2.4% | -6.9%
CSc1ccc(S(=O)(=O)NCC(=O)OCC(=O)NCc2ccco2)cc1[N+](=O)[O-] | -4.1% | -3.4% | -6.7%
